# Compound activity as filed in PubChem.
# GPR151 activ = activators of human GPR151 | Q8TDV0 | actives 1% (n = 650,000) | PathHunter beta-arrestin GPR151 cells, luminescence | activation, % at 11.2 µM; in the data active = activation above about 4.9%;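 also: 0% = median of compound wells and 100% = cells with positive control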
# Target sequence (Q8TDV0 whole entry, looked up): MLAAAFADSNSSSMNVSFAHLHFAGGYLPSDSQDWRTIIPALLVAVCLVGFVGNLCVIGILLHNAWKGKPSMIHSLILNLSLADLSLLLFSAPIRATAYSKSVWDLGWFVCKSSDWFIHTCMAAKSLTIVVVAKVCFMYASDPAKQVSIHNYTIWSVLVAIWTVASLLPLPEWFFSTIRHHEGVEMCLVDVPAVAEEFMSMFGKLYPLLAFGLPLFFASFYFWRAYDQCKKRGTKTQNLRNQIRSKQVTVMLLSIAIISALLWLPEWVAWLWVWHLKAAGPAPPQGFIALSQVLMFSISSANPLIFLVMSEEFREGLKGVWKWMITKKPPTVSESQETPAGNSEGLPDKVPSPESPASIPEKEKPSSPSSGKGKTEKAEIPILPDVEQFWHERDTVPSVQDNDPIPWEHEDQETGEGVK
# TEAD-YAP block = TEAD-YAP interaction inhibition | HEK-TIYL cells, TEAD-Gal4/YAP UAS-luciferase luminescence | inhibition, % at 9.12 µM | actives 1.4% (n = 640,000) | AID 1259422; in the data active = inhibition above about 32%;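 also: 0% = median of test compound wells and 100% = reference inhibitor wells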
# FBW7 activator = human FBW7 E3 ligase activation, primary screen; Q969H0; AlphaScreen FBW7–phospho-cyclin E peptide binding, activator screen; normalized activity (activation), % at 26.1 µM; actives 0.13% (n = 650,000); AID 1259310; in the data active = normalized activity above about 1.9%;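 also: purified mutant Fbw7 with reduced substrate affinity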
# MITF inh = blocks human microphthalmia-associated transcription factor | O75030 | AlphaScreen MITF homodimerization, bead proximity signal | inhibition, % at 2.6 µM | actives 0.91% (n = 650,000) | AID 1259374; in the data active = inhibition above about 50%;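 also: 0% = vehicle wells with protein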
# Target sequence (O75030 whole entry, looked up): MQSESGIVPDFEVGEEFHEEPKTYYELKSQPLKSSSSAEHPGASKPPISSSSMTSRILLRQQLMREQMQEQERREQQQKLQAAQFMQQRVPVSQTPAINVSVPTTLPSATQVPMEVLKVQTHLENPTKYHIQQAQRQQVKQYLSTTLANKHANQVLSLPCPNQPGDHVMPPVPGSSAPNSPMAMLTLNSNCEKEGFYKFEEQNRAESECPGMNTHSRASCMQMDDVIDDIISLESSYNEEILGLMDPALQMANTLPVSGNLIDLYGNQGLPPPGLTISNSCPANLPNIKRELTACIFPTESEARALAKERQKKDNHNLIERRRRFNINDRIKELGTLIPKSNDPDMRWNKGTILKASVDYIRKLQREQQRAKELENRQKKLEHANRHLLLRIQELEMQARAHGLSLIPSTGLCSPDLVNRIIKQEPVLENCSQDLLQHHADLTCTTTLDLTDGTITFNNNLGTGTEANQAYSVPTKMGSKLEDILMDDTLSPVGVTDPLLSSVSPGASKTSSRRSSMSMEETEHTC
# The depositor's hits bear a star.
# Sample of the layout, 19 compounds:
SMILES,GPR151 activ,TEAD-YAP block,FBW7 activator,MITF inh
O=C(Nc1ccc(-c2noc(-c3ccc(Cl)cc3)n2)cc1)c1ccc(Br)o1,0.2,1,0.4,7
Nc1nc(Cl)cc(NCCCCCC(=O)O)n1,-1.6,-2,-0.1,0
Oc1ccc2ccccc2c1-c1cc(-c2ccccc2)c2cc(Br)ccc2n1,-0.9,-2,0.1,16
O=C(NC1CCCCC1)[C@@H]1C=CCN1S(=O)(=O)c1ccccc1F,0.3,2,0.2,-22
CC1CCN(S(=O)(=O)c2ccc3[nH]c(=O)cc(C(=O)NC4CCCCC4C)c3c2)CC1 (stereo unspecified),0.2,11,0.4,6
CCCCc1ccc(NC(=O)CSc2nc(=O)n(Cc3cccnc3)c3c2CCC3)cc1,3.2,3,0.1,-12
Cc1nc2c(c(=O)[nH]1)CN(Cc1ccc(O)cc1)CC2,-0.2,-3,-0.2,-4
CCOc1ccc(/C(C)=N/NC(=O)CN(c2ccc(C)cc2)S(C)(=O)=O)cc1,0.1,-1,-0.1,8
N=C1/C(=C\c2ccc(SCc3ccco3)o2)C(=O)N=C2SC(N3CCCC3)=NN12,-0.6,1,0.0,18
Cc1ccc(C)c(NC(=O)C(=O)NCCO)c1,0.1,0,-0.1,-5
CCOCCn1c(-n2nc(C)c(C)c2C)nc2c1c(=O)n(Cc1ccccc1)c(=O)n2C,-0.9,-1,0.1,-16
CCCNC(=O)N1CCC(C(=O)c2ccc(F)cc2)CC1,-0.4,-2,0.1,25
Cc1cccc(NC(=O)COC(=O)c2[nH]c(=O)[nH]c(=O)c2N)c1C,2.1,11,-0.1,14
CCOc1ccc(S(=O)(=O)NCC2(c3ccc(F)cc3)CC2)cc1F,0.4,-4,0.1,-3
COC(=O)C(Nc1ncccc1C)(OC)C(F)(F)F (stereo unspecified),1.1,-4,0.7,17
O=c1[nH]c(=S)[nH]c(O)c1C=Nc1cccc(Cl)c1,-0.5,-3,-0.3,2
CC(CCc1ccc(O)cc1)N1CCOCC1 (stereo unspecified),0.3,-6,0.2,17
Cc1cc(C)nc(SCC(=O)N/N=C\c2ccccn2)n1,0.0,9,0.4,4
CN(C)c1ccc(C2N=C(c3ccccc3)NO2)cc1 (stereo unspecified),-4.0,35*,0.0,8

# This part in full (from the top)
SMILES,GPR151 activ,TEAD-YAP block,FBW7 activator,MITF inh
O=C(Nc1ccc(-c2noc(-c3ccc(Cl)cc3)n2)cc1)c1ccc(Br)o1,0.2,1,0.4,7
Nc1nc(Cl)cc(NCCCCCC(=O)O)n1,-1.6,-2,-0.1,0
Oc1ccc2ccccc2c1-c1cc(-c2ccccc2)c2cc(Br)ccc2n1,-0.9,-2,0.1,16
O=C(NC1CCCCC1)[C@@H]1C=CCN1S(=O)(=O)c1ccccc1F,0.3,2,0.2,-22
CC1CCN(S(=O)(=O)c2ccc3[nH]c(=O)cc(C(=O)NC4CCCCC4C)c3c2)CC1 (stereo unspecified),0.2,11,0.4,6
CCCCc1ccc(NC(=O)CSc2nc(=O)n(Cc3cccnc3)c3c2CCC3)cc1,3.2,3,0.1,-12
Cc1nc2c(c(=O)[nH]1)CN(Cc1ccc(O)cc1)CC2,-0.2,-3,-0.2,-4
CCOc1ccc(/C(C)=N/NC(=O)CN(c2ccc(C)cc2)S(C)(=O)=O)cc1,0.1,-1,-0.1,8
N=C1/C(=C\c2ccc(SCc3ccco3)o2)C(=O)N=C2SC(N3CCCC3)=NN12,-0.6,1,0.0,18
Cc1ccc(C)c(NC(=O)C(=O)NCCO)c1,0.1,0,-0.1,-5
CCOCCn1c(-n2nc(C)c(C)c2C)nc2c1c(=O)n(Cc1ccccc1)c(=O)n2C,-0.9,-1,0.1,-16
CCCNC(=O)N1CCC(C(=O)c2ccc(F)cc2)CC1,-0.4,-2,0.1,25
Cc1cccc(NC(=O)COC(=O)c2[nH]c(=O)[nH]c(=O)c2N)c1C,2.1,11,-0.1,14
CCOc1ccc(S(=O)(=O)NCC2(c3ccc(F)cc3)CC2)cc1F,0.4,-4,0.1,-3
COC(=O)C(Nc1ncccc1C)(OC)C(F)(F)F (stereo unspecified),1.1,-4,0.7,17
O=c1[nH]c(=S)[nH]c(O)c1C=Nc1cccc(Cl)c1,-0.5,-3,-0.3,2
CC(CCc1ccc(O)cc1)N1CCOCC1 (stereo unspecified),0.3,-6,0.2,17
Cc1cc(C)nc(SCC(=O)N/N=C\c2ccccn2)n1,0.0,9,0.4,4
CN(C)c1ccc(C2N=C(c3ccccc3)NO2)cc1 (stereo unspecified),-4.0,35*,0.0,8
Cc1ccc(C(C(=O)Nc2c(C)n(C)n(-c3ccccc3)c2=O)N(Cc2ccco2)C(=O)Cc2c[nH]c3ccccc23)cc1 (stereo unspecified),-0.5,8,0.0,-1
O=C1CSC(c2ccccc2F)N1c1cccc(Cl)c1 (stereo unspecified),-0.9,4,0.1,10
COc1cc(C2C(C#N)=C(N)Oc3ccc4ccccc4c32)cc(OC)c1OC (stereo unspecified),-0.2,48*,0.2,4
CCc1ccc(OCCNc2cc(N3CCCC3)ccc2[N+](=O)[O-])cc1,-0.4,-7,0.1,3
O=C(Cc1ccc(F)cc1Cl)NCC1CCC2(CCN(Cc3ccncc3)CC2)O1 (stereo unspecified),0.3,-1,0.0,7
O=[N+]([O-])c1ncn(Cc2cccc(Cl)c2)n1,0.9,2,0.1,1
Cc1ccc(C(=O)NC(=S)Nc2cccc(-c3nc4ccccc4o3)c2)cc1,-1.0,0,0.1,8
COc1cccc(N2C(=O)NC(=O)/C(=C/c3ccsc3)C2=O)c1,1.9,1,0.1,11
CC(=O)NNC(=O)C(=O)Nc1ccc(C(C)C)cc1,1.4,-43,0.4,3
O=C(Nc1ccc2c(c1)C(=O)N(c1ccc(Br)cc1)C2=O)c1ccccc1,0.3,7,0.0,-4
Cn1c(=O)n(C)c2cc(S(=O)(=O)Nc3ccc(F)cc3)ccc21,-0.3,13,0.3,5
O=C(COC(=O)CCc1nc2ccccc2c(=O)[nH]1)NCCN1C(=O)CSC1=O,1.5,3,-0.1,-1
COc1ccc(NC(=O)c2ccc(Oc3ccc(C(F)(F)F)cc3[N+](=O)[O-])c(OC)c2)cc1,-1.4,9,0.0,3
COc1ccc([N+](=O)[O-])cc1-c1ccc(/C=c2/sc3nc4ccccc4n3c2=O)o1,0.7,-3,0.4,6
Cc1cc(C(=O)CN2CCOCC2)c(C)n1-c1cccc(F)c1,0.4,-7,-0.1,-1
CC(C)N(CCNC(=O)Cc1cn(-c2ccc(Nc3nccc4ccccc34)nn2)c2ccccc12)C(C)C,0.3,5,-0.3,5
COc1ccc(C2/C(=C(/O)c3ccc(C)cc3)C(=O)C(=O)N2CCC(=O)O)c(OC)c1 (stereo unspecified),-1.5,5,0.2,3
CC(NCc1c(C(=O)N(C)CCc2ccccc2)nc2sccn12)c1ccncn1 (stereo unspecified),-0.9,12,0.0,4
CCOc1ccc(OCC(=O)Nc2nc3ccc(OC)cc3s2)cc1,-1.6,-1,-0.1,15
CCOC(=O)C1(CC2CC2)CCN(Cc2ccc(F)cc2)CC1,-0.8,4,0.2,-27
CCOC(=O)c1ccc(NC(=S)NC(=O)c2cncc(Br)c2)cc1,0.8,-10,-0.1,0
Cc1cc(C)n(CCNS(=O)(=O)Cc2ccccc2)n1,-0.7,8,-0.1,-1
CCCN(CCC)C(=O)c1ccccc1,-0.4,14,1.0,10
Cc1ccc(-c2nc(C=Nc3cccc(F)c3)c(O)o2)cc1,-1.0,-19,-0.1,3
Cc1ccc(C(=O)NNC(=O)c2ccco2)cc1,-0.8,-32,0.3,12
COc1cc(/C=C(\NC(=O)c2ccccc2)C(=O)NCc2ccccc2)ccc1OC(C)=O,2.9,16,0.0,7
O=S(=O)(Nc1ccccc1)c1ccc(Cl)c(S(=O)(=O)Nc2ccccc2)c1,-2.1,-6,0.1,-2
CCC(C)(C(=O)Nc1c(C)cccc1C)N(C)C(=O)CN1C(=O)c2ccccc2C1=O (stereo unspecified),-0.6,1,-0.2,3
CN(C)CCNC(=O)c1cc(Cl)ccc1Cl,-1.0,-7,0.0,-8
COc1cc(C=Nc2ccc(S(=O)(=O)Nc3ccccn3)cc2)cc(OC)c1OC,1.8,-1,0.1,-4
COc1ccc(OC)c(C2C3=C(CC(C)(C)CC3=O)Nc3ccc4ccccc4c32)c1 (stereo unspecified),-0.3,-2,0.1,3

# More structures follow.
SMILES,GPR151 activ,TEAD-YAP block,FBW7 activator,MITF inh
CC(C)c1ccc(NC(=O)c2ccc(N(C)C)cc2)cc1,0.5,-46,0.6,6
Cc1ccc(C(=O)Nc2c3c(nn2-c2cccc(C)c2C)CS(=O)(=O)C3)cc1,3.0,-1,0.0,1
COc1ccc(NC(=O)C2=C(C)NC(=O)NC2c2ccc(Cl)cc2)cc1 (stereo unspecified),-0.2,9,-0.1,-11
O=C(NCc1nc(-c2ccccc2)no1)c1cccc(Cl)c1,-0.3,0,0.0,-9
COC(=O)c1sc(NC(=O)c2cccc(C)c2)c(C#N)c1C,0.3,9,0.2,0
Cc1nnc(NC(=O)CSc2nc(C3CCCCC3)nc3ccccc23)s1,0.3,13,0.1,-13
COC(=O)C1=C(C)N(c2ccc(Cl)cc2)C(=O)/C1=C\c1ccc([N+](=O)[O-])cc1,-0.9,-1,-0.1,5
Clc1nc(NCc2nc3ccccc3[nH]2)c2ncn(C3CCCCC3)c2n1,2.3,7,-0.1,-7
O=C(Cn1cccc1)Nc1ccc(F)cc1,0.2,-9,-0.2,-5
Cc1ccc(-n2nc3ccc(N)cc3n2)cc1Cl,-0.9,-20,-0.1,-5
O=Cc1ccc(-c2cc(N3CCN(c4ccc5c(c4)OCO5)CC3)ncn2)cc1,0.0,-2,-0.3,-9
COc1ccc(-n2nc3cc(C)c(NC(=O)c4cccc([N+](=O)[O-])c4)cc3n2)cc1,-0.1,0,-0.2,4
CCOc1ccccc1OCCCCN1CC(C)OC(C)C1 (stereo unspecified),-0.9,5,0.0,26
CS(=O)(=O)N(CC(=O)Nc1ccccc1F)c1ccc(Br)cc1,0.1,-4,0.1,4
Clc1ccc(CNc2n[nH]c(NCc3ccc(Cl)cc3)n2)cc1,-1.3,12,-0.2,-16
CCCCNS(=O)(=O)c1ccc(NC(=O)c2cc([N+](=O)[O-])ccc2Cl)cc1,0.2,31,-0.1,-1
Cc1cc(C)c2c(=O)[nH]c(SCC(=O)c3ccc(C)c(C)c3)nc2n1,0.8,-45,-0.1,3
Cc1cc(C)nc(/N=C(\N)Nc2cc(Cl)ccc2Cl)n1,-0.3,-8,-0.1,3
CCC(CO)NC(=O)C(=O)NCCc1ccccc1 (stereo unspecified),0.0,-10,0.1,9
O=C(/C=C/Nc1ccc([N+](=O)[O-])cc1Br)c1ccco1,-0.3,22,-0.1,-9
CC(=O)NCCNC(=O)Cn1cnc2sc3c(c2c1=O)CCCC3,-1.2,3,-0.1,-3
O=C(Nc1cccc(S(=O)(=O)N2CCCC2)c1)c1ncn[nH]1,0.5,-2,-0.1,1
COc1ccc(Cc2nnc(SCC(=O)Nc3cc(C)on3)o2)cc1,0.1,-3,-0.2,23
CC(=O)Cc1nsc(Nc2cccc(Cl)c2)n1,0.7,-20,0.1,-9
COC(=O)c1ccc(CNC(=O)CC2C(=O)NCCN2CCc2ccccc2)cc1 (stereo unspecified),-1.2,5,0.0,-17
O=C(NCCCc1ccccc1)NC1CC(=O)N(c2ccc(F)cc2)C1 (stereo unspecified),0.9,-1,0.1,5
CCCNC(=O)CSc1ncccc1-c1nc2ccccc2[nH]1,2.8,-6,-0.1,5
CCOC(=O)c1cccc(NC(=O)COc2ccccc2Br)c1,-0.9,55*,0.2,9
CCOc1ccc(S(=O)(=O)NCCN2CCOCC2)cc1C,1.9,5,0.2,20
O=C(O)CCS(=O)(=O)c1nc(-c2ccccc2)cc(C(F)(F)F)n1,-0.5,-1,-0.3,-8
COc1ccc(/C=N/Nc2ncnc3sc(C)c(C)c23)cc1O,0.5,-17,-0.1,7
CC(C)(C)c1ccc2oc(-c3ccc(NC(=O)c4cccc(I)c4)cc3)nc2c1,0.5,2,-0.1,1
COc1cc(/C=N/NC(=O)COc2ccc3ccccc3c2)ccc1O,0.8,4,-0.1,8
CCOc1ccc2oc(-c3ccccc3)c(C(=O)N3CCN(C)CC3)c2c1,-0.4,7,0.4,9
C=CCOc1ccc(/C=C2\C(=O)N(c3ccc(C)cc3)C(C)=C2C(=O)OCC)cc1OC,0.3,-3,0.1,1
C=CCOc1ccc(Br)cc1/C=C1\NC(=S)NC1=O,-1.4,-18,0.1,10
CCOC(=O)c1c(NC(=O)CCCCCN2C(=O)c3ccccc3C2=O)sc2c1CCCC2,0.2,-4,0.1,-14
COc1cc(C(=S)N2CC(C)OC(C)C2)cc(OC)c1O (stereo unspecified),-1.2,13,0.8,6
O=C(NCc1ccccc1)N1CCc2nc(N3CCCC3)[nH]c(=O)c2C1,-1.0,-12,0.1,-15
NC1=N/C(=N\c2nc(-c3ccccc3)cs2)c2ccccc21,-1.3,-51,-0.2,0
CCCCN(CC)CCNc1c(NC2CCN(C(=O)OCC)CC2)c(=O)c1=O,2.7,-26,0.3,-7
COc1cc(OC)nc(CSCCNC(=O)C2CCCCC2C(=O)O)n1 (stereo unspecified),0.5,-3,0.0,-11
N#Cc1ccc(OCC(=O)Nc2ccc(S(=O)(=O)N3CCCCC3)cc2)cc1,-0.9,3,0.3,17
CCOc1ccc(C2C(C#N)=C(C)NC3=C2C(=O)c2ccccc23)cc1 (stereo unspecified),-1.4,2,-0.2,19
Cc1onc(-c2ccccc2)c1C(=O)NCCc1ccc(S(N)(=O)=O)cc1,0.4,1,-0.1,-5
